Growth percent in the NCI-60 one-dose screen (48 h, 10 µM unless noted): 100 = growth as untreated, 0 = no growth, -100 = all killed.
HL-60(TB) = HL-60(TB) leukemia cells; actives 9% (n = 78,000); active = growth percent below 10
Numbers without * were called inactive; & = joins results of further samples. An excerpt; the hit share may differ from the screen's.

> O=C(Nc1ccc(OCc2cccc(Cl)c2)cc1)c1ccc2nc(NS(=O)(=O)c3ccc4ccccc4c3)sc2c1
- HL-60(TB): 88
> [2H]c1nc(Nc2ncc(F)c(-c3cc(F)c4nc(C)n(C(C)C)c4c3)n2)c([2H])c([2H])c1CN1CCN(C([2H])([2H])C([2H])([2H])[2H])CC1
- HL-60(TB): 35
> CC1(C)CNc2cc(NC(=O)c3cccnc3NCc3ccncc3)ccc21
- HL-60(TB): 100
> CCCCNc1ccc(C(=O)OCCOCCOCCOCCOCCOCCOCCOCCOCCOC)cc1
- HL-60(TB): 114
> CCOC(N)=O
- HL-60(TB): 95
> CN(C)CCCC1(c2ccc(F)cc2)OCc2cc(C#N)ccc21 (centres undefined)
- HL-60(TB): 136
> CCN(CC)CC(O)CNc1c2ccc([N+](=O)[O-])cc2nc2cc(OC)c(OC)cc12 (centres undefined)
- HL-60(TB): -18*
> Cc1cc2c(F)c(Oc3ncnn4cc(OC[C@@H](C)OC(=O)[C@H](C)N)c(C)c34)ccc2[nH]1
- HL-60(TB): 13
> Cc1ccc(N(CC2=NCCN2)c2cccc(O)c2)cc1
- HL-60(TB): 105
> COc1cccc(Nc2ncnn3ccc(CN4CC[C@@H](N)[C@H](O)C4)c23)c1
- HL-60(TB): 74

> Cc1c(CN2CCN(C(=O)[C@H](C)O)CC2)sc2c(N3CCOCC3)nc(-c3cnc(N)nc3)nc12
- HL-60(TB): -7.3*
> CCNC(=O)Nc1ccc(-c2nc3c(c(N4CCOC[C@@H]4C)n2)CCN(C2COC2)C3)cc1
- HL-60(TB): 44&83
> Oc1ccc(C2CNCCc3c2cc(O)c(O)c3Cl)cc1 (centres undefined)
- HL-60(TB): 96
> Cc1cccc(-c2nn3c(c2-c2ccnc4ccc(C(N)=O)cc24)CCC3)n1
- HL-60(TB): 120
> Cc1ccc(S(=O)(=O)NC(=O)NC2CCCCC2)cc1
- HL-60(TB): 107
> O=C(Nc1nc2ccc(C(=O)N3CCN(C(c4ccccc4)c4ccccc4)CC3)cc2s1)c1ccc(NCCc2ccccc2)c([N+](=O)[O-])c1
- HL-60(TB): 91
> CC1=CC[C@@H]2C(C)(C)C(=O)CC[C@@]2(C)[C@@H]1COc1ccc2ccc(=O)oc2c1
- HL-60(TB): 86
> Cn1cc(-c2nnc(-c3cn(C)c4ncc(Br)cc34)o2)c2cc(F)ccc21
- HL-60(TB): 100
> CC12CC3CC(C)(C1)CC(N)(C3)C2
- HL-60(TB): 106
> C#Cc1cccc(Nc2ncnc3cc(OC)c(OCCCCCCC(=O)NO)cc23)c1
- HL-60(TB): 2.4*

> O=c1oc2c(O)c(O)cc3c(=O)oc4c(O)c(O)cc1c4c23
- HL-60(TB): 100&116
> Cc1ccc(=O)n(-c2ccccc2)c1
- HL-60(TB): 85
> CC(=O)OCC1=CC2OC(=O)C3=COC(OC4OC(CO)C(O)C(O)C4O)C1C32 (centres undefined)
- HL-60(TB): 120
> C/C(=N\O)c1ccc(N2C(=O)c3cccc4cccc(c34)C2=O)cc1
- HL-60(TB): 95
> CC(C)COC(=O)c1ccc(N)cc1
- HL-60(TB): 102&92
> NC(N)=O
- HL-60(TB): 106
> CCCCCCCCCC(=O)OC
- HL-60(TB): 99
> Cn1cc(-c2nnc(N)nc2-c2cn(C)c3ccccc23)c2ccccc21
- HL-60(TB): 73
> O[C@@H]1Cc2cc(Br)c3ccccc3c2N[C@H](c2ccccc2Cl)C1
- HL-60(TB): 81
> COc1cccc2cc(-c3nc(C4CCC(C(=O)O)CC4)n4ncnc(N)c34)[nH]c12 (centres undefined)
- HL-60(TB): 33

> CCCCCCCCCCCCCCCCCCN
- HL-60(TB): 33
> CC(/C=C/c1ccc(Cl)cc1)=N\OCC(=O)NC(C)C
- HL-60(TB): 97
> C[C@H]1Oc2cc(cnc2N)-c2c(nn(C)c2C#N)CN(C)C(=O)c2ccc(F)cc21
- HL-60(TB): 77
> COc1cccc(NC(=O)Nc2ccc3nc(NS(=O)(=O)c4ccc5ccccc5c4)sc3c2)c1
- HL-60(TB): 98
> COc1ccc2c(c1)c(C(=O)c1nc(-c3cn(C)c4ccc(OC)cc34)no1)cn2C
- HL-60(TB): 101
> CCOC(=O)[C@H](CCc1ccccc1)N[C@@H](C)C(=O)N1Cc2ccccc2C[C@H]1C(=O)O
- HL-60(TB): 102
> O=C(Nc1ccc(OCc2cccc(F)c2)cc1)c1ccc2nc(NS(=O)(=O)c3ccc4ccccc4c3)sc2c1
- HL-60(TB): 88
> NC(=O)C1(N2CCCCC2)CCN(CCCC(=O)c2ccc(F)cc2)CC1
- HL-60(TB): 9.8*
> CNC(=O)c1ccc(Nc2ncc(C(F)(F)F)c(NCc3nccnc3N(C)S(C)(=O)=O)n2)cc1
- HL-60(TB): -32*
> CCCOC(=O)c1ccc(N)cc1
- HL-60(TB): 84

> CCn1c(-c2nonc2N)nc2c(C#CC(C)(C)O)ncc(OC[C@H]3CCCNC3)c21
- HL-60(TB): 41
> [2H]c1nc(Nc2ncc3cc(C(=O)N(C)C)n(C4CCCC4)c3n2)c([2H])c([2H])c1N1CCNCC1
- HL-60(TB): 28
> C/C=C(\C(=C\C)c1ccc(OC(C)=O)cc1)c1ccc(OC(C)=O)cc1
- HL-60(TB): 105
> Cc1cn(C2CC(O)C(CO)O2)c(=O)[nH]c1=O (centres undefined)
- HL-60(TB): 104
> Cn1nccc1Nc1nccc(-c2ccn([C@H](CO)c3ccc(Cl)c(F)c3)c(=O)c2)n1
- HL-60(TB): 57
> N#Cc1ccc(C(c2ccc(C#N)cc2)n2cncn2)cc1
- HL-60(TB): 84
> COc1ccc2[nH]cc(-c3nc(N)nnc3-c3cn(C)c4ccc(OC)cc34)c2c1
- HL-60(TB): 60

Another view of some results above.
canonical_smiles | HL-60(TB)
CCCCCCCCCCCCCCCCCCN | 33
CC(/C=C/c1ccc(Cl)cc1)=N\OCC(=O)NC(C)C | 97
C[C@H]1Oc2cc(cnc2N)-c2c(nn(C)c2C#N)CN(C)C(=O)c2ccc(F)cc21 | 77
COc1cccc(NC(=O)Nc2ccc3nc(NS(=O)(=O)c4ccc5ccccc5c4)sc3c2)c1 | 98
COc1ccc2c(c1)c(C(=O)c1nc(-c3cn(C)c4ccc(OC)cc34)no1)cn2C | 101
CCOC(=O)[C@H](CCc1ccccc1)N[C@@H](C)C(=O)N1Cc2ccccc2C[C@H]1C(=O)O | 102
O=C(Nc1ccc(OCc2cccc(F)c2)cc1)c1ccc2nc(NS(=O)(=O)c3ccc4ccccc4c3)sc2c1 | 88
NC(=O)C1(N2CCCCC2)CCN(CCCC(=O)c2ccc(F)cc2)CC1 | 9.8*
CNC(=O)c1ccc(Nc2ncc(C(F)(F)F)c(NCc3nccnc3N(C)S(C)(=O)=O)n2)cc1 | -32*
CCCOC(=O)c1ccc(N)cc1 | 84
CCn1c(-c2nonc2N)nc2c(C#CC(C)(C)O)ncc(OC[C@H]3CCCNC3)c21 | 41
[2H]c1nc(Nc2ncc3cc(C(=O)N(C)C)n(C4CCCC4)c3n2)c([2H])c([2H])c1N1CCNCC1 | 28
C/C=C(\C(=C\C)c1ccc(OC(C)=O)cc1)c1ccc(OC(C)=O)cc1 | 105
Cc1cn(C2CC(O)C(CO)O2)c(=O)[nH]c1=O (centres undefined) | 104
